Vc quorum ag: quorum light induction in luxS cqsA deficient V. cholerae; activation, % at 18.7 µM; V. cholerae BH1578 lux reporter, luminescence, 6 h; 350,000 tested, 0.16% active; in the data active = activation mostly above about 9.7%, no sharp cut-off; inconclusive = no clear call, values can overlap the other calls; inactive = mostly below about 3.7%; note: not every result past the cut was called active; inactives centre near 0; reference of the scale not given here
TcdB inh: inhibitors of Clostridioides difficile toxin B glycohydrolase; TcdB glycohydrolase enzymatic assay, plate reader; 350,000 tested, 0.24% active; inhibition, % at 9.99 µM; P18177; in the data active = inhibition above about 10%
UGM FP inh: Mtb UDP-galactopyranose mutase inhibition | inhibition, % at 10 µM | 320,000 tested, 0.06% active | P9WIQ1 | purified UGM, fluorescence polarization probe displacement; in the data active = inhibition above about 10%, passing the limit was not always enough; inconclusive = no clear call, values can overlap the other calls
Target sequence (P9WIQ1 whole entry, looked up): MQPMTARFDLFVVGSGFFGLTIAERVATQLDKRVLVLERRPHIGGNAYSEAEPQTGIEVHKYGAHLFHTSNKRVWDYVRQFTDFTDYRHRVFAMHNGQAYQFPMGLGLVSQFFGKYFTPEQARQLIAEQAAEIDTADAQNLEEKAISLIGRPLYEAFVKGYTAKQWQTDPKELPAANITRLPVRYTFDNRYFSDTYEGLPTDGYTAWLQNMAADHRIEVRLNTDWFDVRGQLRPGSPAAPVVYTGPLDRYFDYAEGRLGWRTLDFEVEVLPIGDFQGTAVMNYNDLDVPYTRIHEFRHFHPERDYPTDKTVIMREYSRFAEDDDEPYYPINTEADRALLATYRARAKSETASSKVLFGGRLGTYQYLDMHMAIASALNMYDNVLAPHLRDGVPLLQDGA
Y pestis TopoI: inhibitors of Yersinia pestis topoisomerase I | Y. pestis Topo-I cleavage product accumulation, plate reader | activity, % at 10 µM | 360,000 tested, 0.064% active; in the data active = activity above about 50%, passing the limit was not always enough; inconclusive = no clear call, values can overlap the other calls; note: inactives centre near 2
FBA Mtb inh: Mtb fructose-bisphosphate aldolase inhibition; 360,000 tested, 2.3% active; AID 588726; purified M. tuberculosis FBA, fluorescence read-out; P9WQA3; inhibition, % at 1 µM; in the data active = inhibition above about 27%;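 note: 0% = vehicle and 100% = reference inhibitor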
Target sequence (P9WQA3 whole entry, looked up): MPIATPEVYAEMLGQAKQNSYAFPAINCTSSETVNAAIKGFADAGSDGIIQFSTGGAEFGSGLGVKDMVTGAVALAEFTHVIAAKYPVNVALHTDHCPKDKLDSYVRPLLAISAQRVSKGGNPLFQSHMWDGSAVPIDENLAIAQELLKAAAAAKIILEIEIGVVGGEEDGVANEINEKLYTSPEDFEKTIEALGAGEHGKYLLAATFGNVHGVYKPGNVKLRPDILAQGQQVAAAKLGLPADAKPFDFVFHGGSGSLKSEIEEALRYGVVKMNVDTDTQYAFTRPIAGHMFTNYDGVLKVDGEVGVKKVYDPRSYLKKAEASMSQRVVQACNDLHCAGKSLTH
Mtb BioA inh: inhibitors of Mycobacterium tuberculosis BioA enzyme | inhibition, % at 9.99 µM | 360,000 tested, 0.096% active | purified M. tuberculosis BioA enzyme, plate reader | AID 602481; in the data active = inhibition above about 40%; inconclusive = no clear call, values can overlap the other calls
FadD28 FP inh: inhibitors of Mycobacterium tuberculosis FadD28 bisubstrate binding. AID 588549. 360,000 tested, 0.22% active. inhibition, % at 12.5 µM. FadD28 bisubstrate probe binding, fluorescence polarization; in the data active = inhibition above about 8.5%, passing the limit was not always enough; inconclusive = no clear call, values can overlap the other calls
PfHsp40 rescue: compounds rescuing yeast from Plasmodium falciparum HSP40 toxicity; S. cerevisiae expressing PfHsp40, growth rescue, ATP luminescence; 340,000 tested, 0.68% active; growth rescue, % at 12.5 µM; in the data active = growth rescue above about 28%, passing the limit was not always enough; inconclusive = no clear call, values can overlap the other calls;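 note: yeast W303a lacking pdr1 and pdr3 grown in galactose medium; growth measured after three days at 30 °C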
GDH-TPI counter: GDH-TPI coupled enzyme inhibition counter-screen; GDH-TPI coupled enzyme counterscreen, NADH absorbance; inhibition, % at 4.8 µM; 360,000 tested, 1.2% active; in the data active = inhibition above about 30%;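 note: 0% = DMSO wells and 100% = wells lacking the enzyme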
* hit, by the source's call; i = inactive; ? = inconclusive; / = not tested or not shown; & = joins results of further samples.

SMILES	Vc quorum ag	TcdB inh	UGM FP inh	Y pestis TopoI	FBA Mtb inh	Mtb BioA inh	FadD28 FP inh	PfHsp40 rescue	GDH-TPI counter
O=C(Cn1cc(S(=O)(=O)N2CCCC2)c(S(=O)(=O)N2CCCC2)c1)NCc1ccco1	-0.4	0.3	-0.1	2	2	-0.6	0.4	1.1	4
O=C(Cn1cnc2scc(-c3ccc(F)cc3)c2c1=O)N1CCOCC1	i	/	-1.3	7	5	4.4	-0.2	-1.0	7
CC/C(=N/Nc1cccc(Cl)c1)c1cnnc(SC)n1	-0.1	/	1.6	-6	0	/	-1.2	0.0	9
CCOC(=O)C(C(=O)c1ccccc1)C1CC(C)NC(=S)N1 (stereo not drawn)	-0.2	/	-2.1	4	-4	/	-4.6	0.0	-7
Cc1cc(OCC(=O)NC(Cc2ccc(Cl)cc2)C(=O)O)c2c3c(c(=O)oc2c1)CCC3 (stereo not drawn)	-0.7	-0.4	1.1	6	72*	0.3	-6.5	3.9	9
CCCCn1nc(C(=O)OCC(=O)Nc2sccc2C(N)=O)c2ccccc2c1=O	-0.2	1.5	1.2	-22	1	-0.4	-6.1	1.9	1
CCOc1ccc(CNC(=O)CN2C(=O)C(c3ccccc3)Oc3cccnc32)cc1 (stereo not drawn)	i	1.1	-1.4	-4	-2	-3.0	0.3	1.9	2
CSC(=Nc1ccccc1)Nc1ccccc1	-0.3	0.8	-0.4	-1	2	0.6	-1.6	6.1	8
N[C@@H](Cc1ccccc1)c1nnc(SCc2ccccc2Cl)o1	-4.2	/	0.9	11	4	15	-2.3	2.5	-1
Cn1c(SCC(N)=O)nnc1C1CCN(C(=O)NC2CCCCC2)CC1	i	/	3.9	-6	-6	-0.2	-4.0	0.8	6
N#Cc1c(SCC(=O)O)nc(N2CCOCC2)c2c1CCCC2	0.1	1.2	-1.0	4	-2	2.1	-0.4	0.8	21
O=C(Nc1cccc(F)c1)C1CCN(C(=O)c2ccco2)CC1	-0.3	-7.5	-2.8	0	-1	1.9	-0.6	-0.3	14
Cc1ccc(C(C)C)c(OCc2nn(CC(=O)c3ccc(OC(F)F)cc3)c3[n+]2CCCCC3)c1	i	/	-0.5	-10	0	5.0	-12	-1.1	-4
C/C(=N\NC(=O)CN1CCN(c2ccc(F)cc2)CC1)c1ccco1	0.0	2.1	-0.9	-2	3	/	-2.4	-0.4	-5
O=C(NCCN1CCN(c2cccc(Cl)c2)CC1)Nc1ccccc1	-0.9	1.0	4.1	-13	0	0.2	-1.8	/	-2
CCCNC(=O)c1cc(C2CCCCN2C(=O)c2cc(F)ccc2C)on1 (stereo not drawn)	i	0.6	/	4	-2	0.1	0.1	/	-5
O=C(CNC(=O)c1ccc(Br)o1)NCC1COc2ccccc2O1 (stereo not drawn)	i	0.6	-0.1	11	3	-0.4	0.2	0.6	4
Cc1cc(N)nc(=O)n1C1CC(O)C(CO)O1 (stereo not drawn)	-1.9	1.2	/	2	3	/	-0.6	-0.1	8
O=C(COC(=O)C1(c2ccc(F)cc2)CCCC1)NCc1ccco1	-1.6	-0.1	-1.3	-4	2	/	-3.8	1.0	-4
Cc1nc2nc(C)c(CCC(=O)N3CCN(c4ccccn4)CC3)c(C)n2n1	-0.2	/	5.8	-6	3	-3.7	-0.1	1.2	-3
Cc1cc(C)c(NS(=O)(=O)c2ccccc2)c(C)c1NS(=O)(=O)c1ccccc1	-2.9	0.5	/	0	-1	1.0	-1.0	-0.9	9
CC(=O)c1ccc(C(=O)N2CCCC(Nc3ccccc3)C2)s1 (stereo not drawn)	i	0.6	-2.6	2	-2	64*	?	-1.1	-1
Cc1ccc(C)c(N2CCN(C(=O)CCc3nc(-c4ccccc4C(F)(F)F)no3)CC2)c1	i	2.4	/	10	-2	0.3	-3.8	3.5	-10
CCOC(=O)c1nc(C)n(-c2cc(Cl)cc(Cl)c2)n1	-5.3	/	-2.8	14	0	/	-2.5	-0.4	-14
COc1cc(CCC(=O)N2CC(C)OC(C)C2)cc(OC)c1OC (stereo not drawn)	i	1.6	-2.3	1	1	-2.3	-1.4	-0.1	6
CC(C)COC(=O)N1Cc2ccccc2-n2nncc2C1	i	1.0	/	4	3	0.1	0.0	/	-1
Cc1ccc(NC(=O)c2cccc(N3C(=O)C4C5C=CC(C5)C4C3=O)c2)cc1C (stereo not drawn)	i	0.7	0.3	10	2	2.0	-0.3	-0.3	4
O=C(NC(=S)N1CCN(c2ccccc2)CC1)c1c(F)cccc1F	7.9	0.3	-0.5	-2	-1	0.4	-2.9	0.5	-9
CC1CN(c2ncc(/C=N/NC(=O)c3ccccc3O)s2)CC(C)O1 (stereo not drawn)	-0.2	-2.6	0.0	1	-4	0.2	-3.2	0.0	19
CN(C)C(=O)CNc1ccn2nc(-c3cccc(OCCN4CCOCC4)c3)cc2n1	0.5	0.2	/	6	14	-0.5	-0.6	/	10
FC(F)(F)c1nnc2ccc(N3CCCCCC3)nn12	2.8	/	0.7	4	1	0.3	-5.3	-0.1	2
COc1ccc(C2=NS(=O)(=O)N(C)C(C(=O)N3CCCCC3C)=C2)cc1 (stereo not drawn)	i	4.7	1.2	6	0	-0.6	-1.1	2.3	15
C[C@@H]1CN([C@H](C)CO)C(=O)c2cc(NC(=O)Nc3ccc4c(c3)OCO4)ccc2O[C@H]1CN(C)Cc1ccncc1	1.1	0.6&0.1	-0.6	25	4	-0.1&1.9	1.9	0.7	4
CCOc1ccc(NC(=O)COC(=O)c2ccc(S(=O)(=O)N3CCOCC3)cc2)cc1	i	1.5	-0.6	-4	0	0.1	-2.5	0.8	-2
Cn1c(SCCOc2ccccc2Cl)nnc1-c1cccs1	7.1	/	1.2	17	3	2.7	-3.1	-1.0	-9
Cc1ccc2nc(SC(C)C(=O)NCc3ccco3)[nH]c2c1 (stereo not drawn)	-1.1	/	-0.1	1	2	/	-2.1	-0.5	1
CC(=O)Nc1ccc(NC(=O)CCc2ccc(C)o2)cc1	i	-1.5	0.8	2	0	-0.4	-3.4	0.3	13
COc1cc(C2NC(=S)NC(c3ccccc3)=C2C(C)=O)cc(Cl)c1OCC(=O)O (stereo not drawn)	-0.7	0.8	0.8	4	-2	/	-0.7	-0.3	18
O=C(NCC1CC1)c1cccc2c(-c3ccc(F)c(F)c3)coc12	-0.2	0.7	/	31	0	1.5	-4.1	/	-8
CCc1cc2ccc(C)cc2nc1SCC(=O)Nc1cc(C)on1	-2.8	0.0	0.2	5	-1	/	-2.5	-0.6	11
CCOC(=O)CN1C(=O)N[C@@H](c2cccs2)C(C(=O)OC)=C1C	-0.9	2.1	3.5	-7	-4	-0.3	-3.1	-1.9	-10
CCN=C(Nc1ccc2c(c1)OCO2)SC1CC(=O)N(c2ccc(OC)cc2)C1=O (stereo not drawn)	i	/	-1.4	12	-5	/	-2.4	1.1	3
N#C/C(C(=O)N1CCCC1)=C1/N=C(N)c2ccccc21	-0.5	-13	-0.7	3	3	0.6	-0.9	1.1	-5
Cc1[nH]c2ccccc2c1CCN(Cc1cccnc1)C(=S)Nc1cccc(F)c1	-2.0	1.1	2.5	4	4	0.8	2.2	1.8	1
Cc1ccc(C)c(CSc2nnc([C@@H]3CCCN3)o2)c1	5.3	1.4	-3.5	14	1	-3.7	-3.3	0.1	2
CC(=O)c1ccc(NC(=O)CO/N=C(\C)c2cccs2)cc1	-0.3	/	-2.5	6	-2	/	-3.2	-0.5	1
COc1cc(-c2noc(-c3cccc(Cl)c3)n2)cc(OC)c1OC	i	/	-1.4	-17	7	/	-1.8	-0.4	3
CCCCN(C)C(=O)c1sc(=O)n(Cc2cc(Cl)ccc2OC)c1C	-0.4	0.4	/	34	2	10	-1.5	/	10
Cc1ccnc2c(N3C(=O)C4C5c6ccccc6C(c6ccccc65)C4C3=O)cccc12 (stereo not drawn)	i	/	0.3	6	0	-0.5	-3.8	1.4	18
COc1ccc(N2CCN(C(=O)CSc3nnc(-c4cccnc4)n3-c3ccccc3)CC2)cc1	-0.4	/	-5.3	24	3	-0.4	1.1	0.6	4
N#CC1=C(N)Nc2ncnn2C1c1ccc(F)cc1 (stereo not drawn)	0.6	1.0	1.8	-4	-1	/	-3.6	-0.6	4
COCCN(C(=O)Nc1ccc(OC)cc1OC)C1CCN(C(C)C)CC1	i	-0.4	2.6	-1	3	/	-1.9	-0.1	-3
COCCn1c(Cc2ccccc2)nnc1SCC(=O)N1CCCC1=O	-8.1	0.2	3.1	3	3	0.7	0.4	-0.2	6
O=C(CCNS(=O)(=O)c1ccc(Br)cc1)NC1CCN(Cc2ccccc2)CC1	-0.4	-0.5	0.4	13	-1	-1.6	-0.6	-1.1	-3
CC(C)N(C(=O)CS(=O)(=O)c1ccc(Cl)c(Cl)c1)C(C)C	-0.4	-0.5	0.9	7	4	/	-2.9	-0.6	-4
COC(=O)COc1ccc(S(=O)(=O)NCc2ccc3c(c2)OCO3)cc1	0.5	0.7	-0.8	9	0	0.5	-3.7	-0.1	-3
COC(=O)C1=C(C)N(C)C(=O)NC1c1ccc(C)cc1 (stereo not drawn)	-7.1	0.2	-3.2	-3	0	-0.9	-2.3	-0.1	4
Cc1cccn2c(=O)c(/C=C(\C#N)C(=O)NCc3ccco3)c(N3CCOCC3)nc12	0.7	2.4	3.7	4	14	1.6	-0.7	/	9
O=C(NC1(C(F)(F)F)NC(=O)N(Cc2cccnc2)C1=O)c1ccccc1 (stereo not drawn)	-2.4	/	2.3	0	-1	-2.6	-2.4	1.1	-6
CC(C)c1ccc(NC(=O)C(c2ccccc2)N2CC(=O)Nc3ccccc32)cc1 (stereo not drawn)	-0.3	1.0	2.6	3	0	-0.9	-1.2	0.2	0

Shown with values under each structure: part of the list above.
Below each compound – Vc quorum ag	TcdB inh	UGM FP inh	Y pestis TopoI	FBA Mtb inh	Mtb BioA inh	FadD28 FP inh	PfHsp40 rescue	GDH-TPI counter
> COC(=O)COc1ccc(S(=O)(=O)NCc2ccc3c(c2)OCO3)cc1
  0.5	0.7	-0.8	9	0	0.5	-3.7	-0.1	-3
> COCCN(C(=O)Nc1ccc(OC)cc1OC)C1CCN(C(C)C)CC1
  i	-0.4	2.6	-1	3	/	-1.9	-0.1	-3
> O=C(NC1(C(F)(F)F)NC(=O)N(Cc2cccnc2)C1=O)c1ccccc1 (stereo not drawn)
  -2.4	/	2.3	0	-1	-2.6	-2.4	1.1	-6

Remaining list, next part.
SMILES	Vc quorum ag	TcdB inh	UGM FP inh	Y pestis TopoI	FBA Mtb inh	Mtb BioA inh	FadD28 FP inh	PfHsp40 rescue	GDH-TPI counter
CN(C)C(CNC(=O)c1cc(S(=O)(=O)N(C)c2ccc(F)cc2)ccc1Cl)c1cccs1 (stereo not drawn)	i	0.9	/	19	1	-0.1	-0.7	0.2	3
COc1cccc(NC(=O)COC(=O)CNS(=O)(=O)c2c(F)cccc2F)c1	-0.5	0.1	-2.9	-11	2	-0.2	-1.9	-1.6	7
CC12CCC(=O)N1C(C(=O)Nc1nc(-c3ccc(F)c(F)c3)cs1)CS2 (stereo not drawn)	i	1.4	5.5	1	1	/	-1.8	-0.7	-1
COCCn1c(SCc2ccc(F)cc2)nc2c1c(=O)[nH]c(=O)n2C	-4.1	2.1	1.3	-2	-3	-1.4	-2.4	-1.2	7
O=[N+]([O-])c1ccc(N2CCOCC2)cc1N1CCCCC1	i	0.5	-0.4	-2	-12	/	-1.5	-0.4	6
CCn1c2ccccc2c2cc(NC(=O)C(C)Oc3ccccc3)ccc21 (stereo not drawn)	i	-0.6	-0.2	5	2	-0.6	1.3	0.9	13
COC(=O)C1C(=O)c2c([nH]c(C(=O)OC3CCCCC3)c2C)CC1C (stereo not drawn)	-0.2	-7.3	1.1	-2	0	-0.6	-2.1	0.5	4
CCN1C(=O)[C@H]2[C@@H](c3ccc(C)cc3)N[C@]3(CCCN(Cc4cccn4C)C3=O)[C@H]2C1=O	-0.5	0.3	/	22	5	-1.6	1.0	/	6
C/C(CCC(C)C)=N\Nc1cc(C)c2ccccc2n1	-0.3	0.8	-1.3	4	3	/	-2.7	0.4	6
CNC(=S)N(C1=NCC(c2ccc([N+](=O)[O-])cc2)S1)c1ccccc1 (stereo not drawn)	i	-0.9	-1.1	-4	-5	-1.3	-4.3	-0.2	5
CN(C)c1ccc(N=Nc2ccc(C(=O)O)cc2)cc1	i	-4.5	-0.5	8	-20	/	1.0	-0.7	0
